IMPase Li inh: membrane-permeable IMPase blocker, potentiated with lithium; CHO-M1 cells, IP1 TR-FRET (IP-One), carbachol + lithium; Potency, µM (doses to about 59.4 µM), for the others: at the highest dose activity, negative = IMPase inhibition, most hits filed as inhibitors; 0.35% of 210,000 active;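 further: IP1 builds up when IMPase is blocked and the TR-FRET signal falls; potency means the concentration at half of the fitted maximal effect; plate controls were basal vehicle for no effect and high inhibitor control for full effect; nearly all actives have a fitted effect of over 50% in size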
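IP1 accumulation measured by competitive TR-FRET in lysed CHO-M1 cells after 30 min compound exposure at 37C, with a small lithium addition to potentiate weak responses. Hill-equation AC50 from ratio and donor-channel data.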
Luc counter: blocks Kinase-Glo luciferase, a counter-screen artifact | Q27757 | Kinase-Glo luciferase, ATP luminescence, 8 min | Potency, µM (doses to about 38.3 µM), inactives show at the highest dose activity change, negative = inhibition, most hits filed as inhibitors | 0.28% of 200,000 active | AID 1379; further: potency means the concentration at half of the fitted maximal effect; on the % scale 0 is the no-effect control and ±100 the full control effect; nearly all actives have a fitted effect of over 60% in size
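Compounds were added to a substrate mix at pH 7.2 (50 mM imidazole, 10 uM ATP, within the enzyme's linear range), followed by Kinase-Glo detection reagent; luminescence was measured after 8 minutes at ambient temperature.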
Lamin A splicing: modulators of lamin A splicing; HeLa LMNA splicing GFP/RFP minigene ratio, 48 h; Potency, µM (series often up to 46.1 µM), for the others: at the top dose ratio change, negative = inhibition, most hits filed as inhibitors; 0.01% of 200,000 active; active means well fitted inhibition curve with a large enough effect in the signal ratio, with a control signal flat, not every such curve was filed as active; inconclusive means small, poorly fitted or top-dose-only effect, or effect the other way, or a change in a side signal; the % refers to the signal ratio; further: potency means the concentration at half of the fitted maximal effect; on the % scale 0 is the no-effect control and ±100 the full control effect
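Read-out is the ratio of GFP to DsRed2 object intensity, acquired by 488 nm laser-scanning cytometry on HeLa lamin A-EGFP minigene reporter cells. Compound incubation 48 hrs at 37 °C in Opti-MEM with 2% FBS; DMSO 0.5% final.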
HTT aggregate: inhibitors of mutant huntingtin aggregate formation in PC12 cells; PC12 HttQ103-GFP aggregates, Acumen cytometry, 40 h; Potency, µM (series often up to 46.1 µM), for the others: at the highest dose activity change, negative = inhibition, usual class: inhibitors; 1.1% of 220,000 active; further: potency means the concentration at half of the fitted maximal effect; on the % scale 0 is the no-effect control and ±100 the full control effect; nearly all actives have a fitted effect of over 60% in size
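PC12 cells stably carrying ecdysone-inducible HTT exon 1 Q103–GFP were induced with tebufenozide (100 nM final) and treated with library compounds in titration. GFP aggregates in lysates were counted by laser scanning cytometry.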
Epigenetic derep: regulators of epigenetic silencing causing reporter derepression in mouse cells | murine LDR cells, GFP reporter derepression, 30 h | Potency, µM (series often up to 53.9 µM), inactives show at the highest dose GFP activation, hits mostly activators | 0.2% of 280,000 active | AID 1865; further: potency means the concentration at half of the fitted maximal effect; % of control where 0% means no effect; nearly all actives have a fitted effect of over 60% in size
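Derepression of a silenced CMV-GFP reporter in murine LDR cells is scored by enumerating GFP-positive cells with a laser-scanning microplate cytometer after 30 hours of treatment at 37 C.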
NPSR antagonist: neuropeptide S receptor (human) antagonism, cAMP; AID 1461; Potency, µM (series often up to 38.3 µM), without a hit: top-dose activity change, negative = inhibition, hits mostly inhibitors; 1% of 220,000 active; Q6W5P4; CHO-NPSR cells, cAMP TR-FRET, antagonist mode; further: potency means the concentration at half of the fitted maximal effect; on the % scale 0 is the no-effect control and ±100 the full control effect; nearly all actives have a fitted effect of over 50% in size; many of its hits are not listed in these tables
Target sequence (Q6W5P4 whole entry, looked up): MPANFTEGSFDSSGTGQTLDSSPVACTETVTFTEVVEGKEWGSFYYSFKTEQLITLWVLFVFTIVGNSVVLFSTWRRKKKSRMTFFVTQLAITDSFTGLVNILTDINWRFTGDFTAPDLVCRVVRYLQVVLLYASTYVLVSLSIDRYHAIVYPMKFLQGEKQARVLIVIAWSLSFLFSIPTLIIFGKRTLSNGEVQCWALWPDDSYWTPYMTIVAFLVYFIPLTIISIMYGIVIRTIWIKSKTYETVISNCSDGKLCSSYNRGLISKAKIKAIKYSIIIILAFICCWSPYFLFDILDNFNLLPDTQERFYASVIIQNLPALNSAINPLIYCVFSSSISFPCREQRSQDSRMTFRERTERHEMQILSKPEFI
CBFb RUNX1 block: blocks binding between human CBF-beta and RUNX1 | Q01196+Q13951 | AlphaScreen CBFb-His/RUNX1-biotin binding, biochemical | Potency, µM (series often up to 59.8 µM), without a hit: at the top dose activity, negative = inhibition, actives largely listed as inhibitors | 230,000 tested, under 10 active; further: % of control where 0% means no effect
Target sequence (Q01196 whole entry, looked up): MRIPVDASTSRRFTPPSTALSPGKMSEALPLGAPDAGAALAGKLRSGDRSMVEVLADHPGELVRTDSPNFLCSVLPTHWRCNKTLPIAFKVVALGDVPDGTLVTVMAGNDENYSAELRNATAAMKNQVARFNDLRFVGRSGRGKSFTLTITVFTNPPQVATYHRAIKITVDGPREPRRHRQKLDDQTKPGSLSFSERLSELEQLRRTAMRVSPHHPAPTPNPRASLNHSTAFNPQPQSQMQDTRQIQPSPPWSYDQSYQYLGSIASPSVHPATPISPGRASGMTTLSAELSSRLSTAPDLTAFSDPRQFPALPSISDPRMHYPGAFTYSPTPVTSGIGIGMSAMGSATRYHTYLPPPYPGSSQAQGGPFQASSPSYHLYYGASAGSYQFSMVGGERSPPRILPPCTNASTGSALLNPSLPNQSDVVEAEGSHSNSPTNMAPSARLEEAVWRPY
Target sequence (Q13951 whole entry, looked up): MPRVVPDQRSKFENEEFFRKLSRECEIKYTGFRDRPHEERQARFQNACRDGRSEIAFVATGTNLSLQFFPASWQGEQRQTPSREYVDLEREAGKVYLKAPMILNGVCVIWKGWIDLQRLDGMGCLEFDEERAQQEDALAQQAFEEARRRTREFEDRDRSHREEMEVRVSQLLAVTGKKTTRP
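Bead-based AlphaScreen assay; binding partners His-tagged CBF-beta and biotinylated RUNX1 at 30 nM each. Compound exposure 15 min after a 20-min protein preincubation; bead step 90 min; all steps at room temperature.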
Active calls of the source: *; ? = inconclusive; . = no result given; [ ] = another dose, or the depositor's remark. Unless noted, the call rests on the fitted dose curve; in most records, active means well fitted curve in the direction sought with a large enough effect; inconclusive means small, poorly fitted or top-dose-only effect, or another doubt; inactive means no such curve, though single readings can be large; an effect the other way counts as inactive or inconclusive.

Values run as follows: Luc counter | Epigenetic derep | CBFb RUNX1 block | IMPase Li inh | Lamin A splicing | NPSR antagonist | HTT aggregate
CCN(CC)CCCNC1CCS(=O)(=O)C1 (stereo not drawn)
    6% | -1.1% | 8% | -3%[38.3 µM] | -4% | -3%[46.1 µM] | -8%
Cn1c(=O)c2c(n(Cc3ccccc3)c1=O)NC(=O)C2CC(=O)O (stereo not drawn)
    -3% | -0.3% | -2% | 8%[38.3 µM] | 10% | -3%[46.1 µM] | -19%
COCCNC(=O)CSc1ccc(C)cc1
    -3% | 8.7% | -2% | 3%[38.3 µM] | 17% | -22%[46.1 µM] | 12%
O=C(Nc1ccccc1C(=O)N1CCCCC1)c1cccc(S(=O)(=O)N2CCOCC2)c1
    -2% | 0.0% | -2% | 12%[38.3 µM] | 4% | -14%[46.1 µM] | 4%
Cc1ccc(NS(=O)(=O)c2ccc(N/N=C/c3ccccc3OCC(=O)O)c([N+](=O)[O-])c2)c(C)c1
    . | 2.2% | ? | . | . | -27% | -8%[9.22 µM]
C1=CCC(CN2CCNCC2)CC1 (stereo not drawn)
    0% | -8.0% | 12% | 8% | . | -13% | 24%[9.22 µM]
CCN=C(Nc1ccc2c(c1)OCO2)SC1CC(=O)N(c2ccc(OC)cc2)C1=O (stereo not drawn)
    -1% | -1.0% | -3% | 9% | ? | -11%[46.1 µM] | -9%
CCn1c(=O)cc(OCC(=O)NCc2ccc(C)o2)c2ccccc21
    1% | 0.2% | -13% | 8%[38.3 µM] | -12% | -6%[46.1 µM] | ?
CS(=O)(=O)c1nc(-c2ccccc2)c(-c2ccccc2)[nH]1
    4% | -0.8% | 19% | -5% | 15% | 6% | -14%
CCN(CC)S(=O)(=O)c1ccc(C)c(NC(=S)N2CCN(Cc3ccc4c(c3)OCO4)CC2)c1
    1% | 3.6% | 11% | 15% | . | -18% | 10%[9.22 µM]
CCOc1ccc(Br)cc1S(=O)(=O)Nc1cccc(S(=O)(=O)NC2=NCCC2)c1
    -2% | -0.9% | -5% | 0% | ? | -5% | -9%[9.22 µM]
COc1ccc(NC2c3ccccc3C(=O)N2c2cccnc2)cc1Cl (stereo not drawn)
    1% | -1.0% | -1% | 4% | ? | 11% | -5%
Cc1c(NC(=O)OC(C)C)sc(=S)n1C
    4% | -1.0% | -3% | 14% | 5% | 9% | -3%
CCOc1ccc(-c2c(=O)n(OCc3ccc([N+](=O)[O-])cc3)c3ccccc3[n+]2[O-])cc1
    -3% | 0.0% | -5% | 11% | ? | 27% | -9%
O=C(NCc1cccnc1)C1CC2c3ccccc3C1c1ccccc12 (stereo not drawn)
    -2% | 6.3% | 3% | -2%[38.3 µM] | -1% | -11%[46.1 µM] | 5%
CC1CCN(CCCOc2ccc(Br)cc2Cl)CC1
    1% | -1.5% | 0% | 13% | . | -8% | 4%
Cc1cccc(OCc2n[nH]c(=S)n2Cc2ccccc2)c1
    -3% | 0.0% | 0% | 12% | 2%[46 µM] | -30% | .
CCOc1ccc(Cc2nnc(N)s2)cc1OCC
    4% | -6.3% | 8% | 21%[38.3 µM] | ? | 10%[46.1 µM] | 7%
Cc1noc(C)c1C(=O)NCCc1ccc(Cl)cc1
    -3% | 0.0% | 14% | 17%[38.3 µM] | 11% | 7%[46.1 µM] | 1%
CCN1CCN(C(C)C(=O)NC2CCCCC2)CC1 (stereo not drawn)
    . | 0.0% | 10% | . | . | 14% | -17%[9.22 µM]
CC(C)C1N(C(N)=S)N=CC1(C)C (stereo not drawn)
    . | 0.1% | 1% | . | . | -4% | 14%[9.22 µM]
CNC(=S)NNC(=O)c1cccc(N(C)C)c1
    3% | -0.1% | -1% | 0% | ? | 10% | 13%
COc1ccc(NC(=O)c2nc3nc(C)cc(C(F)F)n3n2)cc1OC
    2% | -1.7% | 20% | 29%[38.3 µM] | -6% | -18%[46.1 µM] | 8%
Cc1ccc(S(=O)(=O)N2CCC(=O)N(CCOC(=O)NCc3ccccc3)CC2)cc1
    -2% | -0.4% | 5%[2.36 µM] | 4% | 1% | 5% | 9%
O=C1OC(N2CCN(c3ccccn3)CC2)c2ccccc21 (stereo not drawn)
    -3% | 0.0% | 8% | 0% | ? | 6%[46.1 µM] | -12%
CCn1c(-c2ccc(F)cc2)cnc1SCC(=O)N1CCc2ccccc21
    2% | 1.0% | -4% | -20% | ? | -20% | 18%
CCOc1ccc(NS(=O)(=O)c2ccc3[nH]cc(C(=O)N(CC)CC)c(=O)c3c2)cc1
    0% | 2.8% | -3% | -2%[38.3 µM] | -5% | -9%[46.1 µM] | -25%
NC(=O)c1nnn(-c2ccccc2)c1N
    -4% | 3.9% | 1% | 1% | -17%[46 µM] | 12% | 13%[9.22 µM]
N#Cc1nc(Cc2ccccc2)oc1NCCc1ccccc1
    -1% | -1.3% | -6% | 17%[38.3 µM] | ? | -15%[46.1 µM] | ?
OCCOc1nnnn1-c1ccccc1
    -3% | -0.1% | 0% | -19%[38.3 µM] | -1% | -4%[46.1 µM] | -8%

An excerpt from above in order of the CBFb RUNX1 block value, rising:
molecule	CBFb RUNX1 block
N#Cc1nc(Cc2ccccc2)oc1NCCc1ccccc1	-6%
NC(=O)c1nnn(-c2ccccc2)c1N	1%
C1=CCC(CN2CCNCC2)CC1 (stereo not drawn)	12%

The main list resumes, starting two compounds before the break.
Values run as follows: Luc counter | Epigenetic derep | CBFb RUNX1 block | IMPase Li inh | Lamin A splicing | NPSR antagonist | HTT aggregate
N#Cc1nc(Cc2ccccc2)oc1NCCc1ccccc1
    -1% | -1.3% | -6% | 17%[38.3 µM] | ? | -15%[46.1 µM] | ?
OCCOc1nnnn1-c1ccccc1
    -3% | -0.1% | 0% | -19%[38.3 µM] | -1% | -4%[46.1 µM] | -8%
CCC1(O)CC2CN(CCc3c([nH]c4ccccc34)[C@@](C(=O)OC)(c3cc4c(cc3OC)N(C=O)C3[C@]45CCN4CC=C[C@@](CC)([C@@H](OC(C)=O)[C@]3(O)C(=O)OC)[C@H]45)C2)C1 (stereo partly drawn)
    -7% | -0.1% | -16% | -1% | ? | ? | .
COc1ccc(N2CCN(C(=O)c3ccccc3Br)CC2)c([N+](=O)[O-])c1
    0% | -1.5% | 5% | 18% | . | -6% | ?
COc1ccccc1-c1c(C)nn2c(N3CCC(C)CC3)cc(C)nc12
    . | 0.1% | 28% | . | . | ? | -4%[9.22 µM]
Cc1ccc(CNS(=O)(=O)c2ccc(C(F)(F)F)cc2)n1C
    . | 0.1% | 2% | . | . | -5% | 26%[9.22 µM]
Fc1ccc(/C=N/c2c(-c3ccc(F)cc3)nc3n2CCS3)cc1
    -3% | -3.5% | 3% | 3%[38.3 µM] | 4% | -23%[46.1 µM] | 10%
CCOC(=O)C1CCN(c2c(N3CCN(c4ccccc4OC)CC3)c(=O)c2=O)CC1
    4% | -1.0% | 7% | 6% | -6% | -8% | 17%
COc1ccc(-c2cc(C(=O)Nc3ccccc3SC)no2)cc1
    12% | 2.1% | 1% | 2%[38.3 µM] | -3% | 1%[46.1 µM] | 7%
CCOC(=O)c1c(C(F)(F)F)cc(-c2ccc(F)cc2)nc1C
    1% | -1.0% | -1% | 6% | -7% | 7% | 2%
CCOC(=O)CNC(=O)O[C@H]1C(=O)c2cc(OC)ccc2O[C@@H]1c1ccc(OC)c(Br)c1
    1% | -0.1% | -8% | -1% | . | . | .
FC(F)(F)c1cc(-c2ccc(Cl)cc2)nc2ncnn12
    18% | 1.9% | -5% | 15%[38.3 µM] | -1% | -3%[46.1 µM] | 24%
CC1(C)CC(=O)C2=C(C1)Nc1ccccc1NC2c1ccc2c(c1)OCO2 (stereo not drawn)
    3% | 8.5% | -1% | 9%[38.3 µM] | 7% | 0%[46.1 µM] | -7%
CCNC(=O)NS(=O)(=O)c1cnccc1Nc1cccc(Cl)c1
    -1% | -6.1% | 7% | -2% | -1% | 10% | 12%
CCc1sc(C(=O)Nc2ccc(F)cc2C)cc1C
    . | 0.1% | 0% | . | -3% | 18%[46.1 µM] | -15%
N#CCn1c2ccccc2c2nc3ccccc3nc21
    -5% | -1.1% | 7% | -19% | . | 26% | 17%[9.22 µM]
O=C(Nc1cccc(Cl)c1)/C(=C\c1cccnc1)NC(=O)c1ccco1
    0% | -0.4% | -1% | 7% | . | 0% | 8%
COc1cccc(OC)c1C(=O)Nc1cccnc1
    -3% | -0.5% | 1% | 6% | 7%[46 µM] | 2% | 24%
CNC(=O)c1[nH]cnc1C(=O)Nc1ccc(Cl)cc1
    . | 0.5% | 0% | . | . | -11% | 1%[9.22 µM]
COc1ccc(-c2oc(NC(C)=O)c(C#N)c2-c2ccc(OC)cc2)cc1
    1% | 0.7% | -5% | 39%[activator][38.3 µM] | -12% | -25%[46.1 µM] | 3%[9.22 µM]
CCCCN(C(=O)CNC(=O)c1ccco1)C(C(=O)NC1CCCCC1)c1ccc(OC)cc1OC (stereo not drawn)
    -6% | -2.2% | 2% | -2%[38.3 µM] | 1% | -24%[46.1 µM] | 9%
Cc1ccccc1-n1c(C)nc2ccccc21
    0% | -3.4% | 4% | 1% | -12% | -8%[46.1 µM] | -9%
COc1ccc(C(=O)Nc2ccncc2)c(OC)c1
    1% | -2.6% | -1% | 6% | 6%[46 µM] | -17% | -17%[9.22 µM]
N#Cc1sc2nc3c(cc2c1N)CCCC3
    0% | 0.0% | 8% | -13% | ? | 11% | 21%
CCNC(=O)NC(=O)C(C)OC(=O)CCCSc1nc2ccccc2s1 (stereo not drawn)
    -1% | -3.8% | -4% | 2% | 15% | 0% | ?
Cc1cc(C)n(-c2ccc(Oc3ccccc3)c(S(=O)(=O)O)c2)n1
    -1% | 1.3% | -6% | -6% | . | 14% | 3%
Cn1cc(C(=O)c2ccccc2)cc1-c1nc2ccccc2n1C
    -3% | 0.9% | -4% | 9% | -13% | -30%[46.1 µM] | -14%
C=CCn1c(SCC#N)nc2sc(CC)cc2c1=O
    -2% | -1.5% | 11% | 23% | 0%[46 µM] | 3% | -4%
Cc1ccc(CN(c2ccc(C(=O)N3CCc4ccccc4C3)cc2)S(C)(=O)=O)cc1
    1% | 0.1% | -5% | 28%[38.3 µM] | ? | ? | -24%
Cc1nn(-c2ccccc2)c2[nH]c(=O)c(CNc3ccc(N4CCOCC4)cc3)cc12
    -2% | 0.0% | -25% | -11%[38.3 µM] | -18% | -17%[46.1 µM] | ?
C=CCNC(=S)NNC(=O)c1ccc(=O)n(Cc2ccccc2)c1
    -3% | -0.5% | 4% | -6% | . | 13% | 4%
Cc1cccc(C(=O)NCC(=O)OCC(=O)N2CCc3ccccc32)c1
    -1% | -4.0% | 11% | 6% | 7%[46 µM] | 15% | 2%

A portion of the library. The share of hits here may be higher or lower than overall.
